M. tuberculosis GlmU: inhibition of mycobacterial GlmU enzyme – biochemical, glucosamine-1-phosphate acetyltransferase (AID 1376). M. tuberculosis GlmU acetyltransferase enzyme assay; higher % means a stronger effect. actives 0.25% (n = 220,000). inhibition, %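 (tested at 30 µM in the primary screen)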, or IC50 in µM where a hit was titrated; in the data active = inhibition above about 13%; inconclusive = no clear call, values can overlap the other calls;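 note: 0% = complete reaction with vehicle and 100% = reaction without substrate; strong numbers were not always called active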
Mtb RmlCD inh: blocks M. tuberculosis RmlC and RmlD coupled enzymes; P9WH09+P9WH11; RmlC+RmlD coupled enzyme assay, percent inhibition; primary screen in compound mixtures; inhibition, % at 3.6 µM; actives 0.03% (n = 160,000); in the data active = inhibition mostly above about 34%, no sharp cut-off; inconclusive = no clear call, values can overlap the other calls; inactive = mostly below about 22%; note: some results filed as inactive read as strong as hits
Target sequence (P9WH09 whole entry, looked up): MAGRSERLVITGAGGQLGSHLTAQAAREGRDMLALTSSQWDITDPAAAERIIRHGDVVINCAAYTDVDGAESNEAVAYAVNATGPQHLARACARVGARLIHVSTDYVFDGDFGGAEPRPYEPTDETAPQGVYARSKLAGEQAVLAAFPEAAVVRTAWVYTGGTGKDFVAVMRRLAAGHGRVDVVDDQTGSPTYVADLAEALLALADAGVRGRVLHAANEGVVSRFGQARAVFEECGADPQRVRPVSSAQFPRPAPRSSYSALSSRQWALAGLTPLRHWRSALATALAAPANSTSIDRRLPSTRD
Target sequence (P9WH11 whole entry, looked up): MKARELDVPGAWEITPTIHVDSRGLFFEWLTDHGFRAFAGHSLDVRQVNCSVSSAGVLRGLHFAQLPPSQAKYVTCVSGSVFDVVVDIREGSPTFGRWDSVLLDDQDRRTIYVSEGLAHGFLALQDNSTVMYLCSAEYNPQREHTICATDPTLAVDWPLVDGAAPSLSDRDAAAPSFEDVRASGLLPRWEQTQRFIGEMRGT
* marks the source's active call; other numbers are inactive results; ? = inconclusive; . = no result given; & = joins results of further samples. These rows are one share of the data (hit frequency here may not be typical).

smiles,M. tuberculosis GlmU,Mtb RmlCD inh
CCOP(=O)(OCC)Oc1cc(C)c(N(C)C)c(C)c1,2.5%,68
CCC1=C2CC[C@H]3C(=O)N(c4ccccc4)C(=O)[C@H]3[C@H]2[C@@]2(C)C(=NCC(=O)OC)OC(=O)N2C1=O,-5.2%,.
Nc1c(C(=O)NC2CC2)sc2nc3c(c(-c4ccco4)c12)CC/C3=C/c1ccco1,17%*,1
CC(NC(=S)N1CCOCC1)c1ccccc1 (stereo unspecified),0.9%,1
CCOc1c2ccc(C(=O)NCc3ccc(OC(F)(F)F)cc3)cc2nn1CC,-4.0%,.
CCn1cc(S(=O)(=O)N2CCN(Cc3cccc(Cl)c3)CC2)cn1,-5.5%,9
CCc1ccc(NC(=O)CSc2nc3ccsc3c(=O)n2CCCCCC(=O)O)cc1,-0.2%,-12
COc1cc(CNCCN(C)C)ccc1OCc1c(F)cccc1Cl,-5.2%,-19
Cc1ccccc1Cn1cc(/C=N/n2cnnc2)c2ccccc21,-1.5%,8
C=CCNC(=O)NC(=O)COC(=O)/C(C#N)=C/c1ccc(OC)cc1,-4.6%,5
CC(C)C[C@H](NC(=O)c1nc[nH]c1C(=O)N1CCC(C)CC1)C(=O)OC(C)(C)C,0.7%,.
CCOc1cc(-c2c(C#N)c(N)nc3c2CCCC3)ccc1O,1.9%,.
CCOC(=O)c1sc(NCC2CCCO2)nc1C (stereo unspecified),1.7%,19
CCN(c1ccccc1)S(=O)(=O)c1ccc(OC)c(NC(=O)CN(C)C)c1,-3.5%,11
Cc1ccc2nc(-c3ccccn3)c(NC3CCCC3)n2c1,-3.8%,3
COc1cccc(C(C)NC(=O)Nc2ccccc2Cl)c1 (stereo unspecified),1.6%,7
Cc1ccc(S(=O)(=O)/C(=C/Cl)NC(=O)c2ccccc2)cc1,3.1%,-9
O=C(NCc1ccc2c(c1)OCO2)c1ccc2c(c1)N(Cc1c(F)cccc1Cl)C(=O)CS2,-1.5%,7
COc1ccc(/C=C2\CCCC3C2=NN(C(=O)COC(=O)CNC(=O)c2ccccc2)C3c2ccc(OC)cc2)cc1 (stereo unspecified),-0.5%,5
CCOC(=O)c1ccc(NC(=O)c2ccc(C)c(S(=O)(=O)N3CCOCC3)c2)cc1,2.2%,5
Cn1c(=O)c2c(nc(OCc3cccnc3)n2Cc2c(F)cccc2Cl)n(C)c1=O,1.7%,-8
CC(/C=C\c1ccccc1)=C/C(=O)O,-4.5%,1
C=CCc1cc(OC)ccc1OCCOCCC(C(=O)OCC)C(=O)OCC,1.1%,-6
COc1ccc2[nH]c(C(=O)N(C)c3ccc(F)cc3F)cc2c1,3.1%,6
CCOC(=O)c1[nH]ncc1CN1CCCC(C(=O)c2cccc3ccccc23)C1 (stereo unspecified),2.5%,-10
COc1ccc2[nH]c(=O)c(CN(CC3CCCO3)C(=O)Nc3ccccc3)cc2c1 (stereo unspecified),1.7%,49
O=C(CSc1nc2ccccc2c(=O)n1Cc1ccco1)NCc1ccco1,1.7%,-6
O=C(Nc1ccccc1Cl)c1cccc(NS(=O)(=O)c2ccccc2)c1,0.5%,35
COc1ncnc2c1sc1nc(-c3ccccc3)c3c(c12)CCCC3,1.1%,9
Cc1ccc(O)c(CCc2ccccc2)n1,-3.6%,-4
CCn1c(=O)c2c3c(sc2n(C)c1=O)CCC3,-1.3%,.
Cc1ccccc1Cn1c(C(=O)OC(C)C)cc2c1ccn2C,-1.3%,-12

Two entries from above, field by field:
Structure: O=C(Nc1ccccc1Cl)c1cccc(NS(=O)(=O)c2ccccc2)c1
  M. tuberculosis GlmU: 0.5%
  Mtb RmlCD inh: 35

Structure: COc1ccc2[nH]c(=O)c(CN(CC3CCCO3)C(=O)Nc3ccccc3)cc2c1 (stereo unspecified)
  M. tuberculosis GlmU: 1.7%
  Mtb RmlCD inh: 49

More compounds
smiles,M. tuberculosis GlmU,Mtb RmlCD inh
ON/C=N/C(=S)Nc1ncc(C(F)(F)F)cc1Cl,-2.7%,-4
CC1(C)CC(=O)C=C(NCC2CCCO2)C1 (stereo unspecified),-1.7%,.
Cc1ccc(Cn2nnc3c(=O)[nH]c(C4CCN(S(=O)(=O)c5ccccc5)CC4)nc32)cc1,-2.4%,.
Cc1ccc2c(c1)[nH]c1c(=O)n(Cc3ccco3)cnc12,0.7%,-9
O=C1C2C3C=CC(C3)C2C(=O)N1CNc1ccccn1 (stereo unspecified),2.7%,3
CCCc1nnc(SCC(=O)N2C(C)CCCC2C)n1CC1CCCO1 (stereo unspecified),-3.7%,14
Nn1c(N2CCCCC2)nc2ccccc21,1.6%,9
O=C(CN(C(=O)CNS(=O)(=O)c1ccccc1)c1ccc2c(c1)OCCO2)NC1CCCCC1,-5.7%,15
O=C(Nc1cccnc1)c1ccc(-c2cc(Cl)ccc2Cl)o1,-2.8%,1
Cc1nn(-c2ccccc2)c(Oc2ccccc2)c1C=O,-4.0%,10
COC(=O)Nc1ccc(S(=O)(=O)N2CCCc3cccc(O)c32)cc1,-1.2%,-7
Cn1c(CSCc2ccc(Cl)c(Cl)c2)n[nH]c1=S,0.0%,2
CCOC(=O)Cn1c(=NC(=O)CSC(C)=O)sc2ccccc21,1.0%,.
CCC(C)NC(=O)CSc1ccc(Cl)cc1 (stereo unspecified),-2.8%,.
Cc1ccc(Cl)cc1N(CC(=O)Nc1cccc(N(C)S(C)(=O)=O)c1)S(C)(=O)=O,1.1%,-9
Cc1c(Br)c(O)c(Br)c2sc(=O)oc12,15%*,15
COc1ccc2c(c1)NC(c1cc(Cl)cc(Cl)c1O)c1cccn1-2 (stereo unspecified),2.1%,.
Cc1c(C(=O)C(=O)NCc2ccco2)c2ccccc2n1C,-1.8%,-10
CSc1ccccc1C(=O)N1CCN(c2ncccn2)CC1,-6.6%,9
CC(C)(CN1CCCCC1)NS(=O)(=O)c1ccc(Cl)cc1,0.5%,.
COc1ccc(-c2nn(-c3ccccc3)cc2/C=C\C(=O)Nc2ccc(C(=O)O)cc2)cc1,3.2%,-5
FC(F)(F)c1ccc(/C=N/NC(=S)NC2CCCCC2)cc1,2.4%,4
O=C(O)c1cc(-c2ccccc2)n(-c2ccccc2)n1,1.4%,-14
O=S(=O)(c1ccccc1)c1cnn2c(C(F)(F)F)cc(-c3ccccc3)nc12,4.9%,.
Cc1c(C#N)c2ccccc2n1CC(=O)N1CCc2ccccc2C1,6.7%,.
O=c1[nH]c(SCc2cccc(F)c2)nc2c1CCCC2,0.2%,.
O=C(CCN1C(=O)/C(=C\c2cccs2)SC1=S)Nc1nccs1,2.6%,-19
CCOC(=O)N1CCC(N2C(=O)c3ccccc3C2Nc2ccc(S(=O)(=O)N(CC)CC)cc2)CC1 (stereo unspecified),1.4%,1
Cc1ccsc1C(=O)OCC(=O)NCCC1=CCCCC1,0.7%,79
Cc1ccc2cc(C#N)c(NCCNC(=O)C3CCC3)nc2c1C,-6.5%,8
COc1ccccc1C(=O)C1CCCN(C(=O)c2cc(CC(C)C)nc(C)n2)C1 (stereo unspecified),-6.5%,11
COc1ccc(-c2nc(CS(=O)CC(=O)NCc3ccc4c(c3)OCO4)c(C)o2)cc1 (stereo unspecified),-4.9%,5

Full records, looked up by structure. Order of values: M. tuberculosis GlmU | Mtb RmlCD inh
`O=C(CCN1C(=O)/C(=C\c2cccs2)SC1=S)Nc1nccs1` as listed: 2.6% | -19
`Cc1c(C#N)c2ccccc2n1CC(=O)N1CCc2ccccc2C1` as listed: 6.7% | .

Later entries:
smiles,M. tuberculosis GlmU,Mtb RmlCD inh
Cc1ccc(S(=O)(=O)CC(=O)Nc2nc(-c3ccccc3)cs2)cc1,-3.4%,-4
Cc1cc(C)c(-c2csc(Cc3nc(-c4cc5ccccc5oc4=O)cs3)n2)cc1C,-0.8%,0
COc1ccc(C(CNC(=O)c2ccc(N3CCCC3=O)cc2)N(C)C)cc1 (stereo unspecified),-1.8%,-6
COc1ccc(CN(Cc2cccn2C)S(=O)(=O)c2ccc(C)cc2)cc1,-2.4%,-16
CC(=O)Nc1ccc(S(=O)(=O)Nc2ccc(S(=O)(=O)N3CCCCCC3)cc2)cc1,-2.9%,.
COc1ccccc1Cc1nc(-c2cccnc2)no1,-2.6%,4
CSc1ccccc1C(=O)C1CCCN(S(=O)(=O)c2c(C)noc2C)C1 (stereo unspecified),-1.5%,-5
COc1ccccc1-c1c(C)nn2c(N3CCCCCC3)cc(C)nc12,-4.2%,2
COc1ccc([N+](=O)[O-])cc1/C=N/NC(=O)CNC(=O)c1cccc(F)c1,1.5%,.
CCOC(=O)c1ccc(NC(=O)CCC(CC)C(=O)O)cc1 (stereo unspecified),2.6%,.
Cc1cccc(CN2[C@@H](CC(C)C)COCCS2(=O)=O)c1,-2.3%,.
Cc1onc(-c2c(F)cccc2Cl)c1C(=O)N1CCc2ccccc21,-0.6%,13
O=c1oc(-c2ccccc2F)nc2c1cnn2-c1ccccc1,4.0%,.
COc1cc(/C=C2/S/C(=N/S(=O)(=O)c3ccccc3)NC2=O)c([N+](=O)[O-])cc1OC,1.0%,-10
CCOc1ncccc1C(=O)OCC(=O)c1cccs1,-4.2%,50
CCc1ccc(NC(=O)Cn2c(=O)oc3cc(S(=O)(=O)N4CCOCC4)ccc32)cc1,4.6%,19
O=C(Nc1nnc(-c2cccs2)s1)C1CC1,-2.1%,-4
CC(C)CCN(C)C1CCN(S(=O)(=O)c2cccc(C(F)(F)F)c2)CC1,.,36
O=C(c1ccccc1)N1CCN=C1c1ccccc1,3.1%,-6
CCOC(=O)CSc1nnc(CNC(=O)c2ccc(OC)cc2)n1-c1ccc(OC)cc1,0.0%,.
C=CCn1c(-c2ccc(OC)cc2)nc2nc3ccccc3nc21,9.3%,.
COc1ccc(N2C(=O)C3CCCN3C2c2cccs2)cc1 (stereo unspecified),1.7%,.
Cc1nnc2c3ccccc3c(Cl)nn12,6.7%,-8
Cc1cc(NC(=O)Nc2cc(Cl)ccc2C)no1,6.0%,.
Cc1nc2c(C(=O)N3CCOCC3)cnn2c(C)c1Cc1ccc(Cl)cc1,4.1%,.
COC(=O)c1c(NC(=O)c2cccnc2)sc(C)c1C,-0.3%,.
C=CCn1c(N2CCCC2)nc2c1c(=O)[nH]c(=O)n2C,-0.7%,-13
COc1ccc(C(=O)NNC(=S)NC(=O)c2cc(-c3ccccc3)nc3ccccc23)cc1,.,0
O=C(CCc1ccccc1)c1ccc2c(c1)OCCCO2,-4.4%,4
CCOc1ccc(C(=O)NC(=S)Nc2cccc(NC(=O)c3ccco3)c2)cc1[N+](=O)[O-],-4.4%,5
CCCCc1cc(=O)oc2cc(OCC(=O)N(CC)CC)c(Cl)cc12,-6.8%,-12
O=C1C2C3C=CC(C3)C2C(=O)N1c1cccnc1 (stereo unspecified),1.6%,2
CC(C)N1CC=C(c2c[nH]c3ccccc23)CC1,0.1%,5
CCOC(=O)N1CCN(C(=O)/C(=C/c2cccs2)NC(=O)c2cccs2)CC1,-0.6%,21
COc1cnc(SCC(=O)O)[nH]c1=O,-0.4%,.
O=C(Cc1ccccc1)NC(=S)Nc1cccc(C(F)(F)F)c1,-2.0%,1
COc1cc(C=C2C(=O)c3ccccc3C2=O)cc(OC)c1OC,-8.2%,-2
O=C(NCCO)c1ccc2[nH]c3ccccc3c2c1,-8.7%,-6
Cc1ccc(C(C)C)cc1OCCOCCN1CCCC1,-5.0%,.
Cc1cc(=O)n2nc(-c3ccccc3)sc2n1,0.0%,-7

Single values from the entries so far:
Cc1ccccc1Cn1cc(/C=N/n2cnnc2)c2ccccc21 in M. tuberculosis GlmU is entered as -1.5%
CC(=O)Nc1ccc(S(=O)(=O)Nc2ccc(S(=O)(=O)N3CCCCCC3)cc2)cc1 in M. tuberculosis GlmU is entered as -2.9%
O=C(Cc1ccccc1)NC(=S)Nc1cccc(C(F)(F)F)c1 in M. tuberculosis GlmU is entered as -2.0%
Cc1ccc(C(C)C)cc1OCCOCCN1CCCC1 in M. tuberculosis GlmU is entered as -5.0%
Cc1ccc(S(=O)(=O)CC(=O)Nc2nc(-c3ccccc3)cs2)cc1 in M. tuberculosis GlmU is entered as -3.4%
CCOC(=O)N1CCC(N2C(=O)c3ccccc3C2Nc2ccc(S(=O)(=O)N(CC)CC)cc2)CC1 (stereo unspecified) in M. tuberculosis GlmU is entered as 1.4%

Next structures
smiles,M. tuberculosis GlmU,Mtb RmlCD inh
Cc1cc(=O)[nH]c(N/N=C/c2ccccc2C(F)(F)F)n1,1.3%,-1
CC(C)[C@H]1COCCS(=O)(=O)N1Cc1ccccc1,0.4%,.
NC(=O)c1sc2cc(C(F)(F)F)cnc2c1-c1ccccc1,-1.6%,-5
COc1cc2nc(N3CCN(C(=O)c4ccco4)CC3)nc(N)c2cc1OC,-5.5%&-2.8%,?
COC(=O)NC(NC(=S)Nc1cccc(C)c1)C(Cl)(Cl)Cl (stereo unspecified),-1.8%,-10
COc1ccc(OC)c(-n2c(=S)[nH]c3cc(C(=O)N4CCN(c5ccccc5)CC4)ccc3c2=O)c1,0.3%,3
CCC(C)NC(=O)CC(c1ccccc1)c1cc(C)ccc1O (stereo unspecified),-3.6%,-4
CCc1ccc(N2CC(C(=O)Nc3ccc(C)c(S(=O)(=O)N4CCOCC4)c3)CC2=O)cc1 (stereo unspecified),-1.1%,-8
Cc1cc(OCCN2CCCC2)ccc1C(C)C,-2.8%,2
CCCNCC1C(Oc2ccc(Cl)cc2Cl)C(=O)N1c1cccc(C)c1C (stereo unspecified),-0.5%,-7
O=C(c1ccc(C(F)(F)F)cc1)C1CCCN(Cc2ccc(CO)o2)C1 (stereo unspecified),4.3%,-7
O=C(Cn1cc(C(=O)c2ccccc2F)c2ccccc21)NCc1ccco1,-0.4%,0
Cc1c2c(nc3c(C(=O)NC4CC4)cnn13)CCCC2,4.6%,-4
